# Source: PubChem
# ST2 inh – blocks human ST2 binding to IL-33 | Q01638 | inhibition, % for hits at 17 µM | AlphaLISA ST2-Fc/biotin-IL-33 interaction, 1 h | 2.3% of 78,000 active; in the data active = inhibition above about 30%; inconclusive = mostly about 10% to 28%
# Target sequence (Q01638 whole entry, looked up): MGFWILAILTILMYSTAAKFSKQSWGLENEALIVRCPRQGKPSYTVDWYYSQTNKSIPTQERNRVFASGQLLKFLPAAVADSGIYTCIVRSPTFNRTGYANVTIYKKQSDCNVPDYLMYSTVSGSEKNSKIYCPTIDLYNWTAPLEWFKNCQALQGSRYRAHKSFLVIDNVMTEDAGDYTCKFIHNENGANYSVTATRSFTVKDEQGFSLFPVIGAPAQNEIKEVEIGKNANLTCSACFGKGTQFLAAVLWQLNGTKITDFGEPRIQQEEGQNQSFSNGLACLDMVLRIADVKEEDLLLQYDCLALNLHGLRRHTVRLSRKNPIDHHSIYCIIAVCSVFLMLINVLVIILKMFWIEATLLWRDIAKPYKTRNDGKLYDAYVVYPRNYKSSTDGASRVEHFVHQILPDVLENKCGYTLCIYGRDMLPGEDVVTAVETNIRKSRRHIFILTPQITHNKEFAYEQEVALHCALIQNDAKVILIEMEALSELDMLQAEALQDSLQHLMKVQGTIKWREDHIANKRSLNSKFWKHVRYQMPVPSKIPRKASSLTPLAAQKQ
# Starred values were filed as active, the others as inactive; i = inactive; ? = inconclusive. Only part of the results is shown; rates above refer to the full screens.
no. | compound | ST2 inh
1 | O=C(COc1ccc(Br)cc1)Nc1cccc(O)c1 | i
2 | COc1ccc(C)cc1S(=O)(=O)N1CCN(c2nc(C)cc(N(C)C)n2)CC1 | ?
3 | O=C(CN(Cc1ccccc1)S(=O)(=O)c1ccccc1)Nc1ccc2c(c1)OCO2 | ?
4 | CCOC(=O)Cn1c(=O)n(-c2ccc(F)cc2)c2nc(-c3ccc(F)c(F)c3)nc(C(N)=O)c21 | i
5 | Cc1cccc(NC(=O)CCC2CCN(C(=O)CSc3ccccn3)CC2)c1 | ?
6 | Cc1cccc(NC(=O)c2ccccc2Cl)c1 | i
7 | c1ccc(Cn2ncc3c(Nc4ccccc4)ncnc32)cc1 | i
8 | O=C(NCc1cccnc1)c1cc(Sc2cccc(Cl)c2)nc2ccccc12 | i
9 | COc1cccc(/C=C2\C(=O)N(c3cccc(Cl)c3)N=C2C)c1 | i
10 | O=C(c1ccc(C(=O)N2CCCCCC2)cc1)N1CCCCCC1 | i
11 | O=C(NCCSc1c[nH]c2ccccc12)c1cccc2ccccc12 | i
12 | Cc1nc2ccc(C(=O)O)cc2[nH]1 | ?
13 | Cc1c(Cl)cccc1NC(=O)C1(S(=O)(=O)c2ccc(Cl)cc2)CC1 | i
14 | Cc1cc(-c2cc3c(n(Cc4cccnc4)c2=O)CCN(C(=O)c2nonc2C)C3)ccc1F | i
15 | CC(=O)c1ccc(N2CCN(CC3CCCCC3)CC2)cc1 | i
16 | Fc1ccc(F)c(CN2CCN(c3ncccn3)CC2)c1 | ?
17 | Cc1cc(NC(=O)CSc2nc3c([nH]c4ccccc43)c(=O)n2C)no1 | i
18 | Cc1cccc(/C=C2\N=C(c3ccc4c(c3)OCO4)OC2=O)c1 | i
19 | Cc1cc(C)n2ncc(CN(Cc3noc(C)n3)C(C)C)c2n1 | i
20 | CCc1cccc(OCCOCCn2ccnc2)c1 | i
21 | CSc1ccc(C2C(C(=O)Nc3ccc(F)cc3)=C(C)NC3=C2C(=O)CCC3)cc1 (centres undefined) | i
22 | O=S(=O)(c1ccccc1S(=O)(=O)N1CCCCC1)N1CCCCC1 | ?
23 | CCc1nc(C)c(C(=O)NCc2ccc3[nH]c4c(c3c2)CCCC4)o1 | i
24 | Cn1cc(CN(Cc2ccc(-n3ccnc3)cc2)C2CC2)cn1 | ?
25 | COc1nc(C)cc(C)c1CNC(=O)CN1CCCN(C)CC1 | ?
26 | CCc1nn(-c2ccccc2)c(NC(=O)c2cccnc2OC)c1C | i
27 | COc1cc(NC(=O)O[C@@H]2CO[C@H]3[C@@H]2OC[C@@H]3NC(=O)COc2ccccc2)cc(OC)c1 | i
28 | CSc1oc(-c2ccccc2)nc1S(=O)(=O)c1ccc(C)cc1 | i
29 | COc1cccc(-c2cc(CN3Cc4ncccc4C3=O)no2)c1 | ?
30 | CN(C)c1ccc(-c2nc3cc(NC(=O)Cc4ccccc4)ccc3o2)cc1 | i
31 | c1cncc(-c2nc3cnccn3c2NC2CCCCC2)c1 | i
32 | NC(=O)C1CCN(S(=O)(=O)c2ccc(Br)cc2)CC1 | ?
33 | O=C(Cn1cnc2scc(-c3ccccc3)c2c1=O)Nc1ccccc1 | i
34 | CC(C)c1ccccc1NC(=O)CCN1C(=O)c2cccc([N+](=O)[O-])c2C1=O | i
35 | COc1cccc(NS(=O)(=O)c2ccc3[nH]c(=O)sc3c2)c1 | i
36 | O=C(C[C@@H]1O[C@H](CNC(=O)c2ccccc2)[C@@H](O)[C@H]1O)NCCN1CCOCC1 | i
37 | Cc1nc2ccccc2c2c1C(=O)N(c1ccc(F)c(F)c1)C2=O | ?
38 | CN1CCC2(CC1)CN(Cc1ccccc1C(=O)O)CCN2C | i
39 | CCc1c(C)sc(NC(=O)c2cc(C3CC3)on2)c1C#N | i
40 | CCC(NC(=O)CC(=O)Nc1ccc(C)c(Cl)c1)c1nc(C)no1 (centres undefined) | i
41 | CC(C)c1ccc(OCC(=O)N2CCN(c3ccccn3)CC2)c(Br)c1 | i
42 | Cc1ccccc1CCN1CCC(CN(C(=O)c2ccc3n[nH]nc3c2)C2CCCC2)CC1 | i
43 | CCOc1cc(C2C(C#N)=C(N)Oc3n[nH]c(C(C)C)c32)cc([N+](=O)[O-])c1O (centres undefined) | i
44 | CN(C)C=Nc1cc(N(C)C)nc2ccccc12 | i
45 | CC1=C(C(=O)OC(C)C)C(c2cccs2)C(C#N)=C(N)O1 (centres undefined) | i
46 | Cc1c(Cl)cccc1NS(=O)(=O)c1ccc2c(c1)CCN2C(=O)C1CC1 | i
47 | O=C(O)C1CCCCC1C(=O)Nc1cccc([N+](=O)[O-])c1 (centres undefined) | i
48 | COCCNC(=O)c1ccc2c(c1)N(C)C(CC(=O)Nc1cnccc1C)CO2 (centres undefined) | i
49 | Cn1ncc(Br)c1C(=O)Nc1nc2ccc(Br)cc2s1 | i
50 | CCS(=O)(=O)N1CCC(O)(c2ccc(C)cn2)CC1 | ?
51 | CC(=O)c1ccc(N=Cc2c(C)[nH]c3ccccc23)cc1 | ?
52 | NC(=O)c1cc2c(nc1-c1cccc3[nH]ccc13)CCC2 | ?
53 | O=C(Cc1cccs1)NC1CC(=O)N(CCc2ccccc2)C1 (centres undefined) | i
54 | CC1CCCN(CCCNS(=O)(=O)c2cccc3nonc23)C1 (centres undefined) | i
55 | O=c1oc2ccccc2c(O)c1C=Nc1cccc(C(F)(F)F)c1 | i
56 | Cc1ccc(CCC(=O)N2CCC(Cn3cc(CO)nn3)CC2)cc1C | i
57 | CCN1CCc2c(sc(NC(=O)c3ccc(C(C)=O)cc3)c2C(=O)OC)C1 | ?
58 | CC(C)NCC(O)COc1cccc2ccccc12 (centres undefined) | i
59 | Cc1cc2c(cc1C)C(c1ccccc1C)CC(=O)N2 (centres undefined) | ?
60 | O=C(CNS(=O)(=O)c1cccs1)N1C[C@@H]2C3CCC(CC3)[C@@H]2C1 | i

# Reformatted with each value named: four of the compounds above
19: Cc1cc(C)n2ncc(CN(Cc3noc(C)n3)C(C)C)c2n1
  ST2 inh: i

22: O=S(=O)(c1ccccc1S(=O)(=O)N1CCCCC1)N1CCCCC1
  ST2 inh: ?

27: COc1cc(NC(=O)O[C@@H]2CO[C@H]3[C@@H]2OC[C@@H]3NC(=O)COc2ccccc2)cc(OC)c1
  ST2 inh: i

55: O=c1oc2ccccc2c(O)c1C=Nc1cccc(C(F)(F)F)c1
  ST2 inh: i

# New compounds follow.
no. | compound | ST2 inh
61 | Cc1ccccc1-c1cc(O)c2c(c1)CN(c1cc(C(C)C)ncn1)CCO2 | i
62 | O=C1CCCC2=C1C(c1cc(Br)ccc1O)C1=C(N2)c2ccccc2C1=O (centres undefined) | ?
63 | CCCN(Cc1ccc(OC)cc1)C(=O)c1sc(C)nc1CC | i
64 | Cc1ccc(NC(=O)C(Cc2ccccc2)NS(=O)(=O)c2cccs2)c(Cl)c1 (centres undefined) | i
65 | Cc1c(OCc2ccccc2)ccc2c3c(c(=O)oc12)CCC3 | ?
66 | COc1ccc(C(=O)N2CC[C@@H](CC(=O)O)[C@@H](CCN3CCCN(C(C)=O)CC3)C2)cc1 | 39%*
67 | O=C1CCCC2=C1C(c1cccc(O)c1)c1c(nc(SCc3ccccc3)[nH]c1=O)N2 (centres undefined) | i
68 | COc1ccccc1OCC(=O)Nc1ccc(S(=O)(=O)NC(C)=O)cc1 | i
69 | COc1ccc(Br)cc1C(=O)Nc1cc2cc(Br)ccc2oc1=O | i
70 | COCCn1cc(C(=O)NCCCN2CC(C)CC(C)C2)c2c3ccccc3n(C)c2c1=O (centres undefined) | i
71 | CCc1ccccc1NC(=O)c1cc(OC)c(OC)c(OC)c1 | ?
72 | O=C(Nc1ccccn1)C1CCN(S(=O)(=O)c2cccc3cccnc23)CC1 | i
73 | C=CCn1c(SCC(=O)c2ccc(C)cc2C)nnc1-c1cccc(OC)c1 | i
74 | COc1ccc(OC)c(NS(=O)(=O)c2ccc3c(c2)CCN3C(=O)C2CC2)c1 | i
75 | COc1cccc2sc(Nc3ccccc3)nc12 | i
76 | COc1ccc(Cl)cc1NC(=O)c1cnc2sccn2c1=O | i
77 | CN(CC1CCCCN1C)C(=O)c1cc(COc2ccc(F)cc2Cl)on1 (centres undefined) | i
78 | O=C(NC(NC1CCS(=O)(=O)C1)C(Cl)(Cl)Cl)c1ccc(Br)cc1 (centres undefined) | i
79 | Cn1ccnc1 | i
80 | CCc1nc(CN2CCN(CCc3ccccc3)C(CCO)C2)c(C)[nH]1 (centres undefined) | i
81 | CCc1cccc(C)c1NC(=O)c1cc2ccccc2oc1=O | i
82 | Cc1cc(C(F)(F)F)n2ncc(-c3ccccc3)c2n1 | ?
83 | CC(=O)c1cccc(NC(=O)O[C@@H]2CO[C@H]3[C@@H]2OC[C@@H]3NS(=O)(=O)c2cccc3cccnc23)c1 | i
84 | CCOC(=O)N1CCC(N2CCC3(CC2)C(=O)N(C)C(=O)N3CCc2ccc(OC)cc2)CC1 | ?
85 | Cc1cc(N2CCOCC2)nc(N2CCN(S(=O)(=O)c3ccc(C)c(C)c3)CC2)n1 | ?
86 | COc1ccc(C2=NNC(c3ccc(Br)cc3)C2)c(O)c1 (centres undefined) | ?
87 | COc1ccc2cc(C3CN(S(=O)(=O)C4CC4)CCO3)ccc2c1 (centres undefined) | i
88 | CN1CCN(C(=O)CC[C@@H]2CNC(=O)[C@@H]3C[C@H](NC(=O)c4cccc(F)c4)CN23)CC1 | i
89 | COc1ccc(CN2CCNC(=O)C2CC(=O)N2CCN(c3ccccc3C)CC2)cc1C (centres undefined) | i
90 | O=[N+]([O-])c1ccc(S(=O)(=O)Nc2ccc(Cl)cc2Cl)cc1 | i

# Some of the entries so far, field by field.
[87] COc1ccc2cc(C3CN(S(=O)(=O)C4CC4)CCO3)ccc2c1 (centres undefined)
- ST2 inh: i
[80] CCc1nc(CN2CCN(CCc3ccccc3)C(CCO)C2)c(C)[nH]1 (centres undefined)
- ST2 inh: i
[88] CN1CCN(C(=O)CC[C@@H]2CNC(=O)[C@@H]3C[C@H](NC(=O)c4cccc(F)c4)CN23)CC1
- ST2 inh: i

# (listing goes on)
no. | compound | ST2 inh
91 | NS(=O)(=O)c1cc2c(cc1Cl)NCNS2(=O)=O | ?
92 | CCOc1ccc(C(C)=O)cc1N1C(=O)[C@@H]2C3C=CC([C@@H]2C1=O)C31CC1 | i
93 | Clc1cccc(CN2CC[C@H](c3nc4ccccc4[nH]3)C2)c1 | i
94 | CCc1cccc(NC(=O)c2ccccc2Br)c1 | i
95 | CCN(CC)CCCNC(=O)c1cc(-c2ccc(Br)s2)nc2ccccc12 | ?
96 | O=c1nc(/C=C/c2cc3c(cc2[N+](=O)[O-])OCO3)cc(C(F)(F)F)[nH]1 | i
97 | O=C(Cn1cccn1)NCc1cccnc1Oc1ccc(F)c(F)c1 | i
98 | O=C(CC(c1ccccc1)c1ccccc1Cl)N1CCOCC1 (centres undefined) | i
99 | Cc1ccc2c(C(=O)CNc3nccs3)c(C)[nH]c2c1 | ?
100 | C=CCc1cccc(C=Nc2ccc(Br)cc2)c1O | 39%*
101 | CC(C)(C)C1CCc2onc(C(=O)Nc3sc4c(c3C(N)=O)CCCC4)c2C1 (centres undefined) | i
102 | COc1ccccc1Cn1c(=O)oc2ccccc21 | i
103 | CC(C)Oc1ccc(C(=O)Nc2cccc(-c3nc4ncccc4o3)c2)cc1 | i
104 | O=C(CN1C(=O)/C(=C\c2ccc(C(F)(F)F)cc2)Sc2ccccc21)N1CCOCC1 | ?
105 | CC(=O)C(C(=O)N(C)C)n1cnc2c(cnn2-c2ccccc2)c1=O (centres undefined) | i
106 | COc1cccc2c1OC1(C)CC2NC(=O)N1c1ccc(C)cc1 (centres undefined) | i
107 | C[C@]12C=CC(=O)C=C1CC[C@@H]1C2=CC[C@]2(C)[C@@H](C(=O)CN3CCN(c4cc(N5CCCC5)nc(N5CCCC5)n4)CC3)CC[C@@H]12 | ?
108 | CC(C)CCSc1nc2c(c(=O)[nH]c(=O)n2C)n1CCc1ccccc1 | i
109 | COc1ccc2cc3cc(C(=O)NCCc4cccc(C)c4)oc3nc2c1 | i
110 | O=C(Nc1nc2ccccc2c(=O)s1)c1ccccc1 | i
111 | COc1cc(NS(=O)(=O)c2ccc(NC(=O)C34CC5CC(CC(C5)C3)C4)cc2)ncn1 | i
112 | CCOc1ccc(C2=CC(=O)C(CC(=O)O)CC2)cc1 (centres undefined) | i
113 | COc1ccc(CN2CCCCCC2)cc1OC | i
114 | CCN1C(=O)c2ccc(C(=O)Nc3ccc(Br)cc3C)cc2C1=O | i
115 | CC1(C(=O)NCc2cccnc2)CCC(=O)N1CCN1CCOCC1 (centres undefined) | i
116 | Cc1ccc(-c2nnc(-c3nc(NCCCN4CCc5ccccc5C4)c4ccccc4n3)o2)cc1 | i
117 | COc1ccc(CC(=O)Nc2ccc(=O)n3c2[C@@H]2C[C@@H](CN(C(=O)c4ccc(OC)cc4)C2)C3)cc1 | i
118 | Cc1ccc(Cn2c(SCC(C)O)nc3c2c(=O)n(C)c(=O)n3C)cc1 (centres undefined) | i
119 | Cc1cc(NC(=O)C2CC=CCC2C(=O)O)no1 (centres undefined) | i
120 | COc1cccc2cc(C(=O)NC(C)=O)c(=Nc3ccc(Cl)cc3Cl)oc12 | ?
121 | CCOC(=O)c1sc(-c2ccccc2)cc1NC(=O)c1cc(=O)c2ccccc2o1 | i
122 | Cc1nc(C)c(CC(=O)N(C)C(C)c2ccccn2)s1 (centres undefined) | i
123 | COc1ccc(S(=O)(=O)Cc2ccc(C(=O)N3CCOCC3)o2)cc1 | i
124 | c1ccc(CNc2cc(-c3cnccn3)c3cc[nH]c3n2)nc1 | ?
125 | Cc1ccccc1CSC1=NCCN1C(=O)c1ccco1 | i
126 | CCCCn1c(CN2CCN(Cc3ccccc3)CC2)nc2c1c(=O)[nH]c(=O)n2C | i
127 | CCCN(C(=O)c1cc2cc3ccc(OC)cc3nc2o1)c1ccc(F)cc1 | i
128 | COc1cc(N/C=C(/C#N)c2nc(-c3ccc(OC)c(OC)c3)cs2)c(OC)cc1Cl | 40%*
129 | O=[N+]([O-])c1ccc(N2CCN(C/C=C/c3ccccc3)CC2)cc1 | ?
130 | Oc1cc2ccccc2cc1-c1nnc2n1N=C(c1ccc(F)cc1)CS2 | i
131 | COC(=O)C1C(=O)C2=C(CC1C)NC(C)=C(C(=O)OC(C)C)C2c1cccc(OC)c1OC (centres undefined) | i
132 | O=C(NC1CCCCC1)c1ccc(Cl)c(S(=O)(=O)N2CCCCC2)c1 | i
